Screening results: PubChem BioAssay, National Center for Advancing Translational Sciences (NCATS)
ERG Ets-DNA blk = blocks human ERG Ets domain binding to DNA; P11308; fluorescence polarization, His-ERG Ets domain / labelled DNA; Potency, µM (doses to about 76.9 µM), for inactives: at the top dose FP activity, negative = inhibition, actives largely listed as inhibitors; hit rate 0.028% among 370,000; AID 624246; active = well fitted inhibition curve with a large enough effect in the polarisation, with a control signal flat; inconclusive = small, poorly fitted or top-dose-only effect, or effect the other way, or a change in a side signal; inactive = no such curve, though single readings can be large or run the other way; the % refers to the polarisation;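 also: polarization taken with two DNA probes labelled with fluorescein and Texas red; potency is read from the fitted curve at half-maximal effect; % of control where 0% means no effect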
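His-tagged ERG Ets domain (1 uM in the protein solution; 300mM KCl, 50mM Tris-HCl, 1mM EDTA, 1mM DTT, pH 7.5) received compound, then a probe mix of 5 nM fluorescein-DNA and 100nM Texas-615-DNA. Fluorescence polarization was read for both dyes.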
LDHA inh = blocks human lactate dehydrogenase A; purified LDHA, NADH/diaphorase-resazurin fluorescence; stronger effect = lower value; activity change, % (values are at about 110 or 230 µM); hit rate 0.15% among 480,000; in the data active = activity change below about -30%; inconclusive = mostly about -25% to -30%;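 also: plate controls were DMSO wells for no effect and wells without enzyme for full effect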
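Resorufin fluorescence (ex540/em590), read at 0 and 20 min after diaphorase/resazurin addition, reports the NADH left after a 5 min room-temperature reaction of 2 nM human LDH5 with 0.06 mM NADH and 0.2 mM pyruvate.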
Pol kappa inh = blocks human DNA polymerase kappa activity; Q9UBT6; purified Pol kappa, fluorescent DNA synthesis assay, 10 min; Potency, µM (titrated, usually from 107 µM), for the others: at the top dose activity, negative = inhibition, most hits filed as inhibitors; hit rate 0.53% among 400,000; also: potency is read from the fitted curve at half-maximal effect; % is scaled to controls: 0 for no effect and ±100 for the full control effect
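First, compounds were pin-transferred onto 10 nM Pol kappa. After 15 min at room temperature, substrate was added to 50 nM final. Fluorescence was then measured kinetically at 0 and 10 min.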
Pol eta inh = DNA polymerase eta (human) inhibition | hit rate 1.2% among 390,000 | AID 588591 | recombinant Pol eta, fluorescent DNA replication assay | Potency, µM (top dose mostly 114 µM), for the others: at the top dose activity change, negative = inhibition, most hits filed as inhibitors; also: potency is read from the fitted curve at half-maximal effect; % is scaled to controls: 0 for no effect and ±100 for the full control effect
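Fluorescent replication assay: 50 nM final substrate added after a 15 min room-temperature compound preincubation with 10 nM enzyme. Signal taken at 0 min and again at 10 min.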
RGS4 inhibitor = blocks human RGS4-accelerated GTP hydrolysis | Potency, µM (highest dose often 114 µM), without a hit: top-dose activity change, negative = inhibition, hits mostly inhibitors | hit rate 0.039% among 390,000 | P49798 | Transcreener GDP fluorescence polarization, RGS4-accelerated GTP hydrolysis; also: potency is read from the fitted curve at half-maximal effect; % is scaled to controls: 0 for no effect and ±100 for the full control effect; nearly all actives have a fitted effect of over 75% in size; some results filed as inactive show a strong effect at the top dose
Target sequence (P49798 whole entry, looked up): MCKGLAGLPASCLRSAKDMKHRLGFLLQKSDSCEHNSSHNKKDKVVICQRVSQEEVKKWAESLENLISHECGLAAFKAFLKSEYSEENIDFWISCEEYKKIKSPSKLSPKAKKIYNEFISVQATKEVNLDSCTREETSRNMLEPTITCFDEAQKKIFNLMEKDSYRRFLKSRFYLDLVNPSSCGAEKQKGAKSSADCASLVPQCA
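MLSMR compounds (23 nl, pin-transferred) preincubated 10 min at room temperature with a 500nM (2x) first reagent, then RGS4 at 900nM (2x) plus Transcreener GDP mix added; fluorescence polarization (620/688 nm) read before and after 90 min at 30 °C.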
APEX1 inh = blocks human APE1 abasic DNA cleavage; recombinant APE1, TAMRA/BHQ-2 abasic DNA cleavage fluorescence; Potency, µM (doses to about 65.8 µM), inactives show at the top dose activity change, negative = inhibition, usual class: inhibitors; hit rate 0.35% among 350,000; P27695;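 also: potency is read from the fitted curve at half-maximal effect; plate controls were vehicle for no effect and reference inhibitor for full effect; nearly all actives have a fitted effect of over 55% in size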
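Enzyme (0.75 nM final) and test compound are incubated 15 min at room temperature before adding 50 nM quenched THF abasic-site duplex. Cleavage dequenches TAMRA, followed at 525/598 nm over three reads one minute apart.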
Apoferritin bind = binds horse apoferritin like a general anesthetic; apoferritin/1-aminoanthracene competitive binding, fluorescence; Potency, µM (highest dose often 77.5 µM), for the others: at the top dose activity change, negative = displacement, actives largely listed as inhibitors; hit rate 0.074% among 350,000; AID 485281; also: potency is read from the fitted curve at half-maximal effect; % is scaled to controls: 0 for no effect and ±100 for the full control effect; nearly all actives have a fitted effect of over 20% in size
Target sequence (P02791 2-175 limits assumed): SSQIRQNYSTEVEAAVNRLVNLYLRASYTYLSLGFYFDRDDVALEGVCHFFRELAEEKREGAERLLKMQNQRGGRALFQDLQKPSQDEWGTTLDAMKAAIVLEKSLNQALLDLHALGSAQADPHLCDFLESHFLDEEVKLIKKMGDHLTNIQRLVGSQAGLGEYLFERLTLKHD
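In PBS, apoferritin at 10 uM is loaded with 1-AMA from a 50% saturated solution. After 10 min of compound exposure at ambient temperature, reduced 535 nm fluorescence indicates probe displacement.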
12-LOX inh = blocks human arachidonate 12S-lipoxygenase. purified 12hLO, xylenol orange hydroperoxide absorbance. AID 1671190. hit rate 1.1% among 580,000. Potency, µM (highest dose often 108 µM), for the others: at the highest dose activity change, negative = inhibition, most hits filed as inhibitors; also: potency is read from the fitted curve at half-maximal effect; % is scaled to controls: 0 for no effect and ±100 for the full control effect
Target sequence (P18054 whole entry, looked up): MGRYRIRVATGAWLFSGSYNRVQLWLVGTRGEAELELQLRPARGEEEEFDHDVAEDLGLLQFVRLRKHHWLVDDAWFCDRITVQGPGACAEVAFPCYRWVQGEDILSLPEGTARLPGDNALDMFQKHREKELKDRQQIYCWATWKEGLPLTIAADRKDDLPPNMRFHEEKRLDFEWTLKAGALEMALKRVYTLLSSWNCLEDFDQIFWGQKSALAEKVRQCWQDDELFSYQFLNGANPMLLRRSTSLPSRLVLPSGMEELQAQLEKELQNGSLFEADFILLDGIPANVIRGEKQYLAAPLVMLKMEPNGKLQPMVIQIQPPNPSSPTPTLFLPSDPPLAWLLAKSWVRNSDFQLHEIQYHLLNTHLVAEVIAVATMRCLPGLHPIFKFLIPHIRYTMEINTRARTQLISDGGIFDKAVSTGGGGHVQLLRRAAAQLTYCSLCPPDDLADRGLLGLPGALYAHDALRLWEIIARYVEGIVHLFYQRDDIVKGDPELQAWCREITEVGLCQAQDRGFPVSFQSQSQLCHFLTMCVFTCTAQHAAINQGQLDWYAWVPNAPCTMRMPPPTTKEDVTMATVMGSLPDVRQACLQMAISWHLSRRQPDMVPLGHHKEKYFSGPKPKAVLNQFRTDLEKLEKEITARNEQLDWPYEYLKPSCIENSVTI
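Purified human 12hLO at 150 nM in 25 mM Hepes, 0.01% Triton X-100, pH 7.0, preincubated 15 min at room temperature with compound. Reaction started with 40 uM arachidonic acid, 30 min at room temperature. Hydroperoxide measured by Fe-xylenol orange, 573/405 nm absorbance ratio.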
Pol beta inh = blocks human DNA polymerase beta activity; P06746; Pol beta primer extension/strand displacement, fluorescence kinetic; Potency, µM (doses to about 114 µM), for inactives: at the top dose activity change, negative = inhibition, hits mostly inhibitors; hit rate 1.3% among 340,000; AID 485314; also: potency is read from the fitted curve at half-maximal effect; % is scaled to controls: 0 for no effect and ±100 for the full control effect
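Curves were derived by four-parameter Hill fits of normalized qHTS data. The kinetic fluorescent primer-extension read was taken at 0 and 10 min after 50 nM substrate, following a 15 min room-temperature preincubation of 10 nM enzyme with compounds.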
Numbers without * were called inactive; ? = inconclusive; . = no result given; & = joins results of further samples; [ ] = dose if it differs, or a comment. Unless noted, calls follow the shape of the dose curve; as a rule, active = well fitted curve in the direction sought with a large enough effect; inconclusive = small, poorly fitted or top-dose-only effect, or another doubt; inactive = no such curve, though single readings can be large; an effect the other way counts as inactive or inconclusive.

SMILES | ERG Ets-DNA blk | LDHA inh | Pol kappa inh | Pol eta inh | RGS4 inhibitor | APEX1 inh | Apoferritin bind | 12-LOX inh | Pol beta inh
Cc1cccc(CCN2C(N(C)C)=NC[C@@H]2C)c1 | -5% | -4 | -11% | -12% | 10% | -4% | . | -4% | .
O=P(COCCO)(c1ccccc1)c1ccccc1 | 13% | -2 | -4% | -19% | 9% | -2% | -2% | 11% | 5%
Cc1ccc(C(=O)CN2C(=O)NC3(CCOc4ccccc43)C2=O)s1 (centres undefined) | 3% | 0 | 10% | -4% | -10% | 6% | . | 51%[activator] | .
C=CCn1c(SCC(=O)Nc2ccc(-c3nc4ccc(C)cc4s3)cc2)nnc1-c1ccccc1 | . | -7 | -33% | ? | -53% | -8% | 0% | ? | 6.3µM*
COC(=O)[C@]1(CC(C)C)N[C@H](c2ccc(SC3CCCCC3)cc2)[C@@H]2C(=O)N(C)C(=O)[C@@H]21 | -1% | -1 | -17% | -24% | -10% | -10% | . | 0% | .
Cc1ccc(S(=O)(=O)NCc2ccc(C(=O)NCCN(Cc3ccccc3)C(C)C)cc2)cc1 | 5% | -19 | -7% | -14% | 6% | 26% | -15% | -10% | 6%
C=CCNC(=O)CN1CCC(O)(c2ccc(F)cc2)CC1 | . | -8 | -10%[60.1 µM] | -13% | 16% | 0% | -8% | 8%[57.4 µM] | -2%
O=C(c1cccc(S(=O)(=O)Nc2ccc(F)cc2)c1)N1CCCC1 | 0% | 1 | 14% | -14% | 1% | -8% | . | 164%[activator] | .
C=CCNC(=O)c1oc2ccc(S(=O)(=O)N3CCCCC3)cc2c1C | 1% | -3 | 2% | 0% | -8%[56.9 µM] | 11% | -13% | 14% | 4%
Cc1ccnc(NC(=O)CCC(=O)c2cccs2)c1 | 2% | 3 | ? | ? | 4% | -10% | . | -27% | .

Reformatted as tab-separated lines: part of the list above.
mol	ERG Ets-DNA blk	LDHA inh	Pol kappa inh	Pol eta inh	RGS4 inhibitor	APEX1 inh	Apoferritin bind	12-LOX inh	Pol beta inh
O=P(COCCO)(c1ccccc1)c1ccccc1	13%	-2	-4%	-19%	9%	-2%	-2%	11%	5%
Cc1ccc(C(=O)CN2C(=O)NC3(CCOc4ccccc43)C2=O)s1 (centres undefined)	3%	0	10%	-4%	-10%	6%	.	51%[activator]	.

Going on with the list:
SMILES | ERG Ets-DNA blk | LDHA inh | Pol kappa inh | Pol eta inh | RGS4 inhibitor | APEX1 inh | Apoferritin bind | 12-LOX inh | Pol beta inh
O=C(Nc1ccc(-n2cccn2)cc1)C1CCCCN1Cc1cccc2cccnc12 (centres undefined) | -5% | -7 | -7% | -6% | 21% | 22% | -9% | 23% | -11%
COc1ccc(-c2cn3ccccc3n2)cc1OC | -19% | -3 | 0% | -14% | -11% | -7% | -17% | ? | -30%
COC(=O)c1ccc(Oc2c(Cl)cccc2[N+](=O)[O-])cc1 | 6% | -5 | -11% | -25% | ? | -3% | ? | -16% | ?
CCCC(=O)Nc1cc2nn(-c3ccc(OC)cc3)nc2cc1C | -2% | -3 | -5% | -3% | 16% | . | 2% | -8% | 27%
CCc1cccc2sc(NC(=O)c3ccc(N4C(=O)CCC4=O)cc3)nc12 | -7% | -1 | 4% | -1% | -7% | -1% | 3% | 21% | 2%
CC(O)/C=C/c1cccc[n+]1C (centres undefined) | . | -7 | -10% | 8% | -25% | 24% | -7% | 18µM* | 0%
S=C(Nc1ccc(Oc2ccccc2)cc1)N1CCN(c2ccccn2)CC1 | -7% | -3 | -12% | -20% | -49% | -5% | 23% | -23% | -26%
CC1CCCCN1CCCNC(=O)CN1C(=O)c2cccnc2Oc2ccccc21 (centres undefined) | -14%&-16% | -1&-14 | 1%&3% | -7%&-2% | 8%[11.4 µM] | 46% | 5%&-3% | -13%&-15% | 21%&32%
CCOc1ccc(NC(=O)CN(C)C(=O)c2ccc(OCC(=O)N3CCOCC3)c(OC)c2)cc1OCC | -5% | 8 | -6% | -26% | -19% | . | . | 1% | .
COc1ccc2c(c1)[nH]c1c(=O)n(/N=C/C3C(C)C=C(C)CC3C)c(=O)[nH]c12 (centres undefined) | 1% | -5 | -6% | 3% | 35% | -1% | 2% | ? | 1%
O=C(CCN1C(=O)c2ccccc2S1(=O)=O)Nc1ccccc1 | 3% | -3&-8 | -15% | -6% | 17% | 12% | -7% | 12%&-2% | 0%
COCCOC(=O)/C(=C\c1cc(C(C)(C)C)c(O)c(C(C)(C)C)c1)C(C)=O | 4% | -4 | -19% | -14% | -16% | -1% | 9% | ? | -2%
Cc1ccc(C)n1C1CCS(=O)(=O)C1 (centres undefined) | -15% | 1 | -6% | 2% | 17% | -2% | -6% | 74%[activator] | 5%
CCCCNC(=O)c1onc(CSc2ccncc2)c1C(=O)NCCCC | 4% | -2 | -16% | -20% | 23% | -1% | 2% | 8% | 4%
COc1ccc(NC(=O)COc2ccc3oc(=O)cc(C)c3c2)cc1 | -5% | -2 | -23% | 3% | -28% | 17% | 4% | -2% | 14%
COc1ccc(/C=N/NC(=O)CSCC(=O)Nc2ccccc2)cc1OC | 1% | -8 | 1% | 1% | -17% | 8% | -8% | 16% | -1%
O=C(CN1CCCCCC1)Nc1cccc2c1OCO2 | . | 0 | -4% | -3% | 8% | 1% | ? | 2% | ?
O=C(CNC(=O)c1cccs1)N/N=C/c1ccccc1[N+](=O)[O-] | 0% | -7 | 1% | 2% | -1% | 33% | -6% | -8% | 3%
O=C(Cn1ccc2cc(S(=O)(=O)N3CCCCC3)ccc21)NCCc1ccccc1Cl | 3% | -2 | -7% | -8% | 0% | . | 6% | -22% | 11%
COc1ccc(Cl)cc1-n1c(/C=C/c2cccc3ccccc23)nc2ccccc2c1=O | 12% | -11 | -17%[60.1 µM] | -14% | 10% | . | 123%[activator] | 6% | -3%
COc1cccc(/C=C/C(=O)OCC(=O)NCCC2=CCCCC2)c1OC | -6% | -1 | -9% | -22% | 9% | 3% | . | -1% | .
COc1ccc(C(=O)Nc2ccc(S(=O)(=O)N3CCCCC3)cc2)cc1OC | 11% | 4 | -5% | 3% | -22% | -3% | -9% | 0%[57.4 µM] | ?
CCN(C(=O)COC(=O)C1CCN(S(=O)(=O)c2ccc(C)c(C)c2)CC1)C1CCS(=O)(=O)C1 (centres undefined) | 7% | 5 | -2% | -13% | -19% | 19% | . | 1% | .
Cn1nc(C(=O)O)c(=O)n(C)c1=O | 4% | -9 | -3% | -12% | -24% | . | . | -29% | .
CCCS(=O)(=O)N1CCc2ccc(NC(=O)C3CCCO3)cc2C1 (centres undefined) | 13% | 0 | -1% | -23% | -7% | 19% | -9% | ? | 40%
CC(=O)NCC(=O)OCC(=O)c1ccc(Cl)cc1 | -2% | -10 | 1% | -9% | -7% | 4% | -4% | 0% | 4%
COc1ccc(CCC(=O)Nc2cccc(S(=O)(=O)N(C)C)c2)cc1OC | -4% | -9 | -14% | -9% | 12% | 16% | -3% | 0% | 42%
O=C(CCCC(=O)OCC(Cl)=C(Cl)Cl)Nc1cccc2ccccc12 | -1% | 4 | -1% | -13% | -25% | -3% | -24% | -13% | 2%[57.1 µM]
CCN(CC)CCCNC(=O)c1cc2c(Cl)nc3ccccc3c2s1 | 5% | -1 | 12% | -5% | -4% | 4% | -11% | ? | -22%
CN(C)/C=N/c1nc2ncc(-c3ccc(Cl)cc3)c(/N=C/N(C)C)n2n1 | -4% | -16 | -6% | 14% | ? | -15% | -7% | -11% | 10%
COc1ccc(NC(=O)Nc2nnc(Cc3ccc(OC)c(OC)c3)s2)cc1 | -7% | -4 | -11% | -15% | 2% | -2% | -4% | -4% | 2%
Cc1ccc2nc(-c3ccc(NC(=O)CN4CCN(c5ccccn5)CC4)cc3)sc2c1 | 3% | -4 | -22% | -9% | -3% | 0% | -8% | 0% | -3%
O=c1cc(C(F)(F)F)nc(SC/C=C/c2ccccc2)[nH]1 | -1% | -5 | -1% | -12% | -13% | 15% | -19% | . | 6%
CN(C)/C=C1\C(=O)N(C)N=C1C(F)(F)F | -1% | -3 | 4% | -13% | -15% | -3% | -1% | -14% | -1%
Cc1nn(-c2ccccc2)c(N2CCCC2)c1/C=C1\N=C(c2ccccc2)OC1=O | 0% | -5 | -11% | -1% | 8% | 4% | -9% | 3% | ?
COc1cc(C2NC(=O)NC3=C2C(=O)OC3)cc(OC)c1OC (centres undefined) | -9% | -2 | -3% | -16% | -11%[11.4 µM] | 7% | 4% | 0% | -2%
COc1ccc2cc(S(=O)(=O)c3ccccc3)c(=O)oc2c1 | -6% | -4 | 1% | -2% | 27% | 13% | 2% | 7% | 47%
Cc1ccccc1-n1c(SCC(=O)N/N=C/c2ccccc2OCC(=O)O)nc2ccccc2c1=O | -3% | -7 | -12% | -13% | -4% | -1% | 3% | 24% | -15%
Oc1c(Br)cc(Br)c2cccnc12 | -11% | 3 | 9% | -17% | -14% | -1% | -13% | ? | .
COc1ccc(C(=O)COc2ccc(F)cc2)c(O)c1 | 6% | 1 | 7% | -15% | 3% | 10% | -3% | 9% | -6%
O=C1CC(NCCc2ccccc2)C(=O)N1CCc1ccccc1 (centres undefined) | 11% | 1 | -3% | -9% | -13% | -4% | 4% | 61%[activator] | -3%
Oc1ccc(-c2cn3ccccc3n2)cc1O | 10% | 10 | 11% | -12% | -14% | 21% | -7% | -158% | 0%
O=Cc1sc(Nc2ccccc2)nc1Cl | 27% | -3 | -6% | -7% | 2% | 0% | -16% | -12% | 29%

Only part of the results is shown; count on the stated rates, not on these rows.
